TRPC4 act: activators of mouse TRPC4 channel, primary screen, Fluo4 calcium, HEK293 TRPC4beta/mu-opioid cells | Fluo4 calcium fluorescence; stronger effect = higher value | B-score at 10 µM | AID 2237, 2010 | hit rate 0.49% among 310,000 | Short transient receptor potential channel 4 (Mus musculus), Q9QUQ5;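 active means B-score above 5 SD of library B-scores, and initial fluorescence ratio not above library mean plus 5 SD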;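 further: positive B-score marks a calcium rise read as TRPC4 activation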
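system = HEK293 cells stably co-expressing mouse TRPC4beta and mu-opioid receptor | schedule = Fluo4 dye loading 45 min at room temperature, 110 s recording | measure = B-scored integrated calcium fluorescence ratio | signal = Fluo4 calcium-sensitive dye fluorescence, kinetic, 1 Hz baseline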
TRPC4 PAM: positive allosteric modulators of TRPC4, primary screen, cell-based, mouse TRPC4beta, HEK293 mu-opioid, Fluo-4 calcium; DAMGO EC20, Fluo-4 Ca2+ flux; stronger effect = higher value; B-score at 10 µM; hit rate 0.42% among 310,000; AID 2227, 2009; Short transient receptor potential channel 4 (Mus musculus), Q9QUQ5;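 active means B-score of calcium response area above 5 SD of library B-scores, with initial fluorescence ratio within 5 SD of library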;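 further: B-score of integrated fluorescence ratio over time as area under calcium response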
HDAC3 inh: HDAC3 deacetylase inhibitors, primary screen, biochemical, fluorescence, cell-free homogeneous; Histone deacetylase 3 (Homo sapiens), O15379; recombinant HDAC3, fluorogenic peptide/trypsin coupled; hit rate 0.15% among 320,000; inhibition, % at 8.3 µM; AID 2718, 2010; in the data active means inhibition above about 26%, passing the limit was not always enough; inconclusive means no clear call, values can overlap the other calls
Target sequence (O15379 whole entry, looked up): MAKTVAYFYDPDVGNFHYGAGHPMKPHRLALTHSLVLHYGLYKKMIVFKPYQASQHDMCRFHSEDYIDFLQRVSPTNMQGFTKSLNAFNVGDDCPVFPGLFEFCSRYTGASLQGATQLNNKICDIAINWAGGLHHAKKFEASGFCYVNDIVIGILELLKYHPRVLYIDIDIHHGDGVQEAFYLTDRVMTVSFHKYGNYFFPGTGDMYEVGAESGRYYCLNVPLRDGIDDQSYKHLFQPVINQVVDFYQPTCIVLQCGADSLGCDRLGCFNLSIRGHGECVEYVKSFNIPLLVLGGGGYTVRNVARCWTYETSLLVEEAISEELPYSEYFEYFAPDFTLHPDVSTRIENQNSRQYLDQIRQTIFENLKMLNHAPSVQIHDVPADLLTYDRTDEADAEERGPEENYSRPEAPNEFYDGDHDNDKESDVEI
TMEM16A act: TMEM16A chloride channel activators or potentiators, primary screen, cell-based, HTS; Anoctamin-1 (Mus musculus), Q8BHY3; HEK293 TMEM16A/YFP-H148Q/I152L, iodide quench fluorescence; stronger effect = lower value; B-score at 10 µM; hit rate 0.3% among 340,000;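 active means fluorescence-ratio B-score plate-corrected deviation score at least 3 library SD below zero, with starting fluorescence score within 5 deviations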;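 further: channel opened by trigger with iodide after compound preincubation; score built on the fluorescence ratio of max minus min over baseline; more negative score means more quench and so TMEM16A activation or potentiation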
hERG rescue: hERG rescue from dofetilide block, primary screen, cell-based, CHO-hERG, FluxOR thallium flux, dofetilide IC70. Voltage-gated inwardly rectifying potassium channel KCNH2 (Homo sapiens), Q12809. dofetilide IC70 present. activation (rescue from dofetilide block), less the hit threshold, % at 10 µM. hit rate 0.51% among 310,000;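 active means activation above the mean of controls blocked by dofetilide plus 5 SD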;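 further: thallium influx through hERG after potassium depolarization seen as dye fluorescence rise; in these data hits start at about 4.7%; inactives centre near -7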
TMEM16A inh: TMEM16A chloride channel inhibitors, primary screen, cell-based, HTS; Anoctamin-1 (Mus musculus), Q8BHY3; normalized B-score (activity score, 25-100; higher = stronger inhibition) at 10 µM; HEK293 TMEM16A/YFP iodide influx fluorescence, ionomycin; hit rate 1.2% among 310,000; AID 588511, 2011;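 active means ratio plate-corrected score three or more library SD toward inhibition, starting fluorescence score within five deviations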;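 further: score derived from kinetic fluorescence span divided by baseline fluorescence per well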
KCNQ1 act: potentiators or activators of KCNQ1 channel, primary screen, cell-based, thallium flux, high-throughput; Potassium voltage-gated channel subfamily KQT member 1 (Homo sapiens), P51787; CHO-K1 KCNQ1, thallium flux FluxOR fluorescence; stronger effect = higher value; B-score at 10 µM; hit rate 0.35% among 310,000; AID 2648, 2010;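 active means fluorescence ratio B-score, a plate-corrected score, at least three library SD, with initial intensity B-score within 5 SD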
Target sequence (P51787 whole entry, looked up): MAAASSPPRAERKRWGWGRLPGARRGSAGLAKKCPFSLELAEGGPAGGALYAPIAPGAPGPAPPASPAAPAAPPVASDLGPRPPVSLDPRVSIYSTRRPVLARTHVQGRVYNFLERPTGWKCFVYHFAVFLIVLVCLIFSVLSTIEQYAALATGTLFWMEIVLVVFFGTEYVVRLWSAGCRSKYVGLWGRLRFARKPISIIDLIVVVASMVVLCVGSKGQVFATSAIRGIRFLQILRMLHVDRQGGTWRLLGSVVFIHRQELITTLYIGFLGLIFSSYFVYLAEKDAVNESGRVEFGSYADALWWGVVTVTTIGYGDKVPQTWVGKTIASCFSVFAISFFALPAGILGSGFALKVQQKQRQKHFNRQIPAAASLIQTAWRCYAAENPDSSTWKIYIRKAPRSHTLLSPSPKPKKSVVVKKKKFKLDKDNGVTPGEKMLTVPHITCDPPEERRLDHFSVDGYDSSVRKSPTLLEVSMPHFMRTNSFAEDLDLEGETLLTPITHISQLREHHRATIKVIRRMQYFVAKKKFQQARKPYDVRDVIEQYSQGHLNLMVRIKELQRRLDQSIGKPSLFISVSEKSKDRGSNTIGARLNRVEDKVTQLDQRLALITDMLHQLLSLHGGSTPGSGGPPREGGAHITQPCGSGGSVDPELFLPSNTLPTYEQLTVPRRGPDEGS
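Test system: CHO-K1 cells stably expressing KCNQ1 / Medium: assay buffer / Also added: depolarizing K+/Tl+ stimulus, K2SO4 and Tl2SO4 each 12.5 mM in 5x stock / Incubation: 90 min dye loading and 20 min compound exposure, both at room temperature / Signal: thallium influx via FluxOR fluorescence, kinetic imaging / Evaluation: B score of baseline-normalized fluorescence ratio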
KCNK9 inh: KCNK9 potassium channel inhibitors, primary screen, HEK293 cells, thallium flux. FluxOR thallium flux fluorescence; stronger effect = lower value. Potassium channel subfamily K member 9 (Homo sapiens), Q9NPC2. hit rate 1.2% among 310,000. B-score at 10 µM;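 active means ratio B-score over 3 SD below the library mean, with starting fluorescence within 5 SD of its mean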;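 further: negative B-score means less thallium flux so channel inhibition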
Dyrk1A ADPGlo: rat Dyrk1A kinase inhibitors, primary screen, biochemical, single point, plate reader; Dual specificity tyrosine-phosphorylation-regulated kinase 1A (Rattus norvegicus), Q63470; ADP-Glo luminescence, NFATc1 peptide; inhibition, % at 12.5 µM; hit rate 0.43% among 310,000; in the data active means inhibition above about 50%;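 further: plate controls were vehicle with enzyme for no effect and no enzyme for full effect; many of its hits are not listed in these tables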
KCNK3 block: human KCNK3 channel inhibitors, primary screen, CHO cells, FluxOR thallium flux, B-score | Potassium channel subfamily K member 3 (Homo sapiens), O14649 | FluxOR fluorescence; stronger effect = lower value | B-score at 10 µM | hit rate 0.84% among 340,000 | AID 602410, 2012;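 active means B-score under library mean minus 4 SD, starting fluorescence ratio at most library mean plus 5 SD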;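 further: more negative B-score means stronger inhibition of thallium flux through KCNK3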
KCNQ1 block: inhibitors of human KCNQ1 channel, primary screen, cell-based, thallium flux, high-throughput; Potassium voltage-gated channel subfamily KQT member 1 (Homo sapiens), P51787; CHO-K1 KCNQ1, FluxOR thallium flux fluorescence; stronger effect = higher value; B-score at 10 µM; hit rate 1.3% among 310,000; AID 2642, 2010;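 active means compounds whose thallium flux B-score, printed positive for inhibition, exceeds three library SD while starting fluorescence stays within three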;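 further: channel opened by potassium depolarization with thallium stimulus after 20 min compound exposure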
The depositor's hits bear a star; i = inactive; u = inconclusive; x = no result given.

SMILES	TRPC4 act	TRPC4 PAM	HDAC3 inh	TMEM16A act	hERG rescue	TMEM16A inh	KCNQ1 act	KCNK9 inh	Dyrk1A ADPGlo	KCNK3 block	KCNQ1 block
COc1ccc(-c2cc(C(=O)OCC(=O)c3ccc(C)c([N+](=O)[O-])c3)c3ccccc3n2)cc1	i	i	-1	i	-1	i	i	i	1	i	i
CC1CCN(S(=O)(=O)N2CCC(C(=O)N3CCC(N(C)CC4CCCO4)CC3)CC2)CC1 (stereo not drawn)	x	x	-8	i	x	i	x	x	4	i	x
Cc1ccc(-n2nc3c(c2NC(=O)c2ccccc2)CS(=O)(=O)C3)cc1C	i	i	-1	i	-6	i	i	i	1	i	i
CC(=O)Nc1ccc(NC(=O)c2cc(=O)c3cc(C)c(C)cc3o2)cc1	i	i	-3	i	-6	i	i	i	1	i	i
N#Cc1c(-c2ccco2)nc(SCC(=O)Nc2cccc(Cl)c2)[nH]c1=O	i	i	4	i	-3	i	i	i	2	i	i
NC(=O)CC(NC(=O)Cc1ccc(Br)cc1)c1ccc(NCCc2cccc(F)c2)c([N+](=O)[O-])c1 (stereo not drawn)	i	i	2	i	-1	i	i	i	3	i	i
COc1ccc(C(Sc2ccccc2)c2ccccc2)cc1OC (stereo not drawn)	i	i	5	i	-6	i	i	i	0	i	i
O=c1oc(/C=C/c2ccc([N+](=O)[O-])s2)nc2ccccc12	i	i	2	i	-7	i	i	i	12	i	i
CC1=NN(C(=O)c2csc(C(C)C)c2)C(O)(C(F)(F)F)C1 (stereo not drawn)	i	i	7	i	-13	i	i	i	-4	i	i
COc1ccc(CC(=O)NC(CC(=O)O)c2cccc([N+](=O)[O-])c2)cc1 (stereo not drawn)	i	i	0	i	-2	i	i	i	-5	i	i
CCOC(=O)Cn1c(CN2CC(C)OC(C)C2)nc2c1c(=O)n(C)c(=O)n2C (stereo not drawn)	i	i	0	i	-7	i	i	i	-2	i	i
CCCCC(=O)Nc1cc(OC)c(NC(=S)NC)cc1OC	i	i	0	i	-5	i	i	i	1	i	i
COCCCNC(=O)CCCN1C(=O)c2cccnc2Sc2ccccc21	i	i	0	i	-6	i	i	i	4	i	i
Cc1ccc(CN2CCN(/N=C/c3ccccc3)CC2)cc1	i	i	4	i	-8	i	i	i	-7	i	i
CCN(CC)CCN(C(=O)CCS(=O)(=O)c1ccccc1)c1nc2cc(C)cc(C)c2s1	i	i	13	i	-6	i	i	i	1	i	i

Compounds listed so far that have a halogen (3):
SMILES	TRPC4 act	TRPC4 PAM	HDAC3 inh	TMEM16A act	hERG rescue	TMEM16A inh	KCNQ1 act	KCNK9 inh	Dyrk1A ADPGlo	KCNK3 block	KCNQ1 block
N#Cc1c(-c2ccco2)nc(SCC(=O)Nc2cccc(Cl)c2)[nH]c1=O	i	i	4	i	-3	i	i	i	2	i	i
NC(=O)CC(NC(=O)Cc1ccc(Br)cc1)c1ccc(NCCc2cccc(F)c2)c([N+](=O)[O-])c1 (stereo not drawn)	i	i	2	i	-1	i	i	i	3	i	i
CC1=NN(C(=O)c2csc(C(C)C)c2)C(O)(C(F)(F)F)C1 (stereo not drawn)	i	i	7	i	-13	i	i	i	-4	i	i

The list goes on:
SMILES	TRPC4 act	TRPC4 PAM	HDAC3 inh	TMEM16A act	hERG rescue	TMEM16A inh	KCNQ1 act	KCNK9 inh	Dyrk1A ADPGlo	KCNK3 block	KCNQ1 block
CC1CCCN(CC(O)COCC2COc3ccccc3O2)C1 (stereo not drawn)	i	i	-5	i	-11	i	i	i	-3	i	i
O=C(NCCC1CCCCN1S(=O)(=O)c1ccc(F)cc1)C(=O)NC1CC1 (stereo not drawn)	i	i	1	i	-9	i	i	i	2	i	i
O=C(CSc1nc2ccc(Nc3nc(N4CCOCC4)nc(N4CCOCC4)n3)cc2s1)Nc1ccccc1F	i	i	3	i	-9	i	i	i	0	i	i
CS(=O)(=O)C1=NN2C(=N)/C(=C\c3ccc(OCCOc4ccccc4)cc3)C(=O)N=C2S1	i	i	-1	i	-3	i	i	i	-2	i	i
COc1ccccc1NC(=O)Nc1nnc(Cc2ccc(F)cc2)s1	i	i	u	i	-1	i	i	i	2	i	i
COc1cc(CNC23CC4CC(CC(C4)C2)C3)ccc1OCc1ccccc1	i	i	1	i	-7	i	i	i	4	i	i
C=CCc1cc(Cl)ccc1OCCn1ccnc1	116*	14*	-1	i	-9	i	i	i	-1	i	i
COc1ccc(/C=C\c2nc(=O)c3ccccc3o2)cc1	i	i	x	i	-7	x	i	i	4	i	i
CCn1nc(NC(=O)C(C)C)c2cc3ccc(C)cc3nc21	i	i	-7	i	-5	i	i	i	-5	i	i
CCn1c(SCC(N)=O)nnc1-c1ccc(OC)c(OC)c1	i	i	-2	i	-8	i	i	i	4	i	i
CCOC(=O)CN1C(=O)C(O)=C(C(C)=O)C1c1ccc(F)cc1 (stereo not drawn)	i	i	-1	i	-6	i	i	i	0	i	i
CCC(CC)C(=O)Nc1cccc(C(=O)NCCc2ccc(S(N)(=O)=O)cc2)c1	i	i	-1	i	-16	i	i	i	-1	i	i
CC1CCN(CCCn2c(=S)[nH]c3c(sc4ccc([N+](=O)[O-])cc43)c2=O)CC1	i	i	3	i	-5	i	i	i	1	i	i
O=C(COC(=O)c1cnccn1)Nc1ccc(Cl)cn1	i	i	-3	i	-12	i	i	i	1	i	i
CCn1cc(C(=O)NCc2cccs2)c(=O)c2cc(S(=O)(=O)N3CCOCC3)ccc21	i	i	-7	x	-6	i	i	i	x	x	i

At a glance, some entries already given.
SMILES	TRPC4 act	TRPC4 PAM	HDAC3 inh	TMEM16A act	hERG rescue	TMEM16A inh	KCNQ1 act	KCNK9 inh	Dyrk1A ADPGlo	KCNK3 block	KCNQ1 block
CC1CCCN(CC(O)COCC2COc3ccccc3O2)C1 (stereo not drawn)	i	i	-5	i	-11	i	i	i	-3	i	i
O=C(NCCC1CCCCN1S(=O)(=O)c1ccc(F)cc1)C(=O)NC1CC1 (stereo not drawn)	i	i	1	i	-9	i	i	i	2	i	i

Next records follow:
SMILES	TRPC4 act	TRPC4 PAM	HDAC3 inh	TMEM16A act	hERG rescue	TMEM16A inh	KCNQ1 act	KCNK9 inh	Dyrk1A ADPGlo	KCNK3 block	KCNQ1 block
O=C(Nc1ccc(Cl)cn1)c1ccc2c(c1)OCCO2	i	i	2	i	-5	i	i	i	20	i	i
CCOC(=O)C1=C(C)N(CCCC(=O)O)C(=O)NC1c1cc2ccccc2c2ccccc12 (stereo not drawn)	i	i	-4	x	-3	i	i	i	x	x	i
Cc1cc(NC(=O)CN2C(=O)NC3(CCCCC3)C2=O)no1	i	i	-8	i	-4	i	i	i	-11	i	i
CC(=O)c1ccccc1OCC(O)CN1CCN(c2ccccn2)CC1 (stereo not drawn)	i	i	-1	i	-3	i	i	i	1	i	i
Cc1ccc(Nc2nc(C(=O)N3CCC(C(=O)NC(C)C)CC3)cs2)cc1	i	i	4	i	-8	i	i	i	3	i	i
CCOC(=O)N1CCN(S(=O)(=O)c2ccc3c(c2)CCN3C(=O)CC)CC1	i	i	2	i	-3	i	i	i	23	i	i
CCOc1ccccc1CN1CCC(N2CCC(C(=O)NC3CC3)CC2)CC1	i	i	2	i	-2	i	i	i	-3	i	i
CCOC(=O)c1ccc(NC(=O)Nc2cc(C)cc(C)n2)cc1	i	i	-5	x	-8	i	i	i	x	x	i
CCOC(=O)c1sc(NC(=O)CSc2nnc(C(C)C)n2CC)nc1C	i	i	-10	i	-4	i	i	i	0	i	i
CCN1CCCC1CNC(=O)c1cc(COc2ccc(C)c(C)c2)on1 (stereo not drawn)	i	i	-3	i	-5	i	i	i	x	i	i
Cc1ccc(-c2c(=O)n(O)c3ccccc3[n+]2[O-])cc1	i	i	11	i	-1	i	17*	i	-3	i	i
COc1c(OC(C)=O)ccc(/C=C/c2ccc3ccccc3n2)c1[N+](=O)[O-]	i	i	4	i	-7	i	i	i	7	i	i
CCCOc1ccc(C(=O)Nc2ccc3c(c2)OCCO3)cc1	i	i	-2	i	-6	i	i	i	-4	i	i
CCOc1ccc(Nc2nc(Cc3nnc(SCC(=O)c4ccc(C)c(C)c4)o3)cs2)cc1	i	i	21	i	-6	i	i	i	-6	i	i
CCOC(=O)Cn1c(C)cc(=O)c2cccc(C)c21	i	i	-14	i	0	i	i	i	8	i	i
CCC1=NNc2cccc3c(OC)ccc1c23	i	i	31*	x	-5	i	i	i	x	x	i
O=C1[C@@H]2[C@H](C(=O)N1Cc1ccco1)[C@H]1C=C[C@@H]2C1	i	i	-7	i	-4	i	i	i	-7	i	i
CCOc1cc(S(=O)(=O)n2cc(-c3ccc(F)cc3)c(N)n2)cc(OCC)c1OCC	i	i	23	i	-6	i	i	i	1	i	i
CC1CN(C(=O)CCC(=O)N2CCCCC2)c2cc(Cl)ccc2O1 (stereo not drawn)	i	i	0	i	-3	i	i	i	1	i	i
CCCNC(=O)C1CC(=O)N(c2ccc(OCC(=O)Nc3cccc(C)c3C)cc2)C1 (stereo not drawn)	i	i	-4	i	-2	i	i	i	x	i	i
Cc1cc(C)n(CCc2nc(-c3ccc(C)o3)cs2)n1	i	i	0	i	-10	i	i	i	-3	i	i
O=C1/C(=N\O)Cc2ccccc21	i	i	1	i	-4	i	i	i	-2	i	i
Cc1c(/C=N/Nc2ccc(F)cc2)c(O)n(C)c(=O)c1C#N	i	i	2	i	-9	i	i	i	6	i	i
CC(C)(C)c1ccc2c(c1)OC(C(=O)N/N=C\c1ccncc1)CO2 (stereo not drawn)	i	i	8	i	-7	i	i	i	-1	i	i
CCOc1ccc(CCNC(=O)Cc2nn[nH]n2)cc1OCC	i	i	4	i	-7	i	i	i	4	i	i

Not all compounds are listed. The share of hits here may be higher or lower than overall.
